# High-throughput results: PubChem BioAssay, Broad Institute
# esBAF inh: inhibitors of esBAF chromatin remodeling in mouse ES cells | Bmi1-luciferase knock-in reporter, 24 h; 100% = twice the neutral-well signal | reporter increase, % at 12.5 µM | hit rate 2% among 350,000 | AID 602393; in the data active = activation above about 40%;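 note: 0% = median of the plate's neutral control wells and 100% = double that signal; a rise in the Bmi1 reporter signal indicates esBAF inhibition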
# RAD54 inh: inhibitors of human RAD54 branch migration; inhibition, % at 10.4 µM; RAD54 Holliday junction branch migration, FAM/BHQ fluorescence; Q92698; hit rate 0.14% among 360,000;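 active = mean normalized replicate activity at least 40 and at least half of replicates scoring 40 or more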;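 note: 0% = median of neutral control wells and 100% = median of positive control wells; inhibitors cause a drop in the FAM fluorescence signal; in these data hits start at about 50%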
# Target sequence (Q92698 whole entry, looked up): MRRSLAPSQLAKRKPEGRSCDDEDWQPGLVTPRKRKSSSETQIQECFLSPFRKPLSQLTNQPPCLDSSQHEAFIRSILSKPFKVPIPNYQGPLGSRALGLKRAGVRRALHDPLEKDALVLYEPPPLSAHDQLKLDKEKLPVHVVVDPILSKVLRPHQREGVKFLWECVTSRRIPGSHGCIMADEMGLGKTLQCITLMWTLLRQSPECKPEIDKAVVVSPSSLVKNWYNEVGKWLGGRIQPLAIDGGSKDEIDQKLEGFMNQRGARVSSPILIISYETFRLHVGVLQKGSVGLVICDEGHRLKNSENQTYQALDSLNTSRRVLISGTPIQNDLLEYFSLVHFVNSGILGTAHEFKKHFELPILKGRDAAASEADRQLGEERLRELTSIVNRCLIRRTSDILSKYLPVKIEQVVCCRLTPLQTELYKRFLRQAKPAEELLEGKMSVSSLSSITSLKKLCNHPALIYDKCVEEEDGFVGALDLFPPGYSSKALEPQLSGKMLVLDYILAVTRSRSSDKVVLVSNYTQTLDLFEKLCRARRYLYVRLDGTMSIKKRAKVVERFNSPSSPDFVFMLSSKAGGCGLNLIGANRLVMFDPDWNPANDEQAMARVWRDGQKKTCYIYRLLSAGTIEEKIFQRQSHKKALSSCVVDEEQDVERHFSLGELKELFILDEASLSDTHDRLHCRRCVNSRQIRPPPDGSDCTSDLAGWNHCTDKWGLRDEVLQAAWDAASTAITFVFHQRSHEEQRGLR
# Xi reactivation: reactivates the inactive X chromosome in mouse fibroblasts | XiGFP mouse fibroblasts, % GFP-positive cells imaging, 3 d; cells co-treated with 5-aza-dC sensitizer; scaled so ellipticine positive control = 100% | activation, % at 7.58 µM | hit rate 0.055% among 360,000;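 active = mean normalized replicate activation at least 10% and every replicate at or above 10%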;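 note: 0% = median of on-plate neutral control wells and 100% = ellipticine 6 µM median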
#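 System: SV40-immortalized XiGFP fibroblast cells, line 68-5-11 / Incubation: 3-day compound exposure, then 15 min fixation at room temperature / Compound: single concentration per compound, delivered by pin transfer / Buffer or medium: DMEM plus 5-aza-dC sensitizer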
# FN deposition inh: fibronectin deposition inhibition; AH1F fibroblasts, Alexa488-fibronectin deposition fluorescence, overnight; inhibition, % at 12.6 µM; hit rate 0.086% among 350,000;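 active = mean inhibition across replicates of 30% or more, regardless of how many single replicates reach that level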;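 note: positive control wells lacked labelled fibronectin entirely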
#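 Test system: AH1F fibroblast monolayer depositing Alexa488-labelled fibronectin into matrix. Input: 10000 cells per well. Technique: fluorescence, ex 485 nm, em 525 nm. Buffer or medium: DMEM plus 2% serum, read in PBS. Timing: 1 h cell adhesion before compound, then overnight fibronectin incubation. Compound: single dose, pinned. Read-out basis: inhibition from reduced deposited-fibronectin fluorescence.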
# RAD52 inh: blocks human RAD52 DNA annealing; inhibition, % at 18.7 µM; recombinant RAD52 DNA annealing, FRET fluorescence; hit rate 0.46% among 360,000; P43351;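 active = every replicate showing at least 50% inhibition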
# EWS-Fli inh: inhibitors of EWS/Fli oncoprotein transcriptional activity; A673 NR0B1-luciferase reporter, viability-normalised; inhibition, % at 12.6 µM; hit rate 0.67% among 350,000; AID 651661;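 active = mean inhibition of at least 50% after viability correction, with every replicate also passing that limit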;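 note: firefly luciferase signal divided by Alamar Blue viability fluorescence both relative to DMSO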
# S100A4 inh HTS: S100A4-myosin IIA interaction inhibition; P26447; S100A4/TAMRA-MyoIIA peptide fluorescence polarization; inhibition, % at 10.7 µM; hit rate 0.14% among 360,000; AID 652163;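 active = mean inhibition of at least 70% across replicates, with every replicate also reaching that level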
# Target sequence (P26447 whole entry, looked up): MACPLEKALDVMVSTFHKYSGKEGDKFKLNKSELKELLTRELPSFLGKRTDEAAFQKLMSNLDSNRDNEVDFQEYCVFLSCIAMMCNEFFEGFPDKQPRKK
#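 Test system: S100A4 monomer protein; Medium: HEPES pH 7.2 with CaCl2, KCl, NaCl, DTT, Triton; Probe or stimulus: TAMRA-labelled myosin IIA heavy-chain peptide probe, 5 nM; Doses: one dose per compound; Times: polarization read 5 min after assay mix addition, stable 5–60 min; Benchmarks: neutral control DMSO, positive control TFP.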
# E-sel inducer: E-selectin induction on HUVECs; HUVEC E-selectin immunofluorescence imaging; normalized: neutral wells 0, TNF-alpha wells 100; hit rate 0.37% among 260,000; activation, % at 7.58 µM; P16581;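 active = mean E-selectin-positive cell signal at least 10% of the positive control, reached in at least 60% of replicates, without over 20% cell loss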;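 note: in these data hits start at about 27%; measured in HUVEC primary endothelial cells; signal is the percent of cells scored E-selectin positive by PE staining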
#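 Read-out basis: % PE-positive cells; Test system: HUVEC primary endothelial cells; Technique: immunofluorescence imaging; Dosing: single-point compound dose.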
# * hit, by the source's call; . = not tested or not shown; & = joins results of further samples. Some of the compounds tested; the hit share may differ from the screen's.
# Results follow in this order: RAD54 inh, esBAF inh, S100A4 inh HTS, RAD52 inh, EWS-Fli inh, FN deposition inh, Xi reactivation, E-sel inducer
Cc1ccc(CN2CCCC(C(=O)c3sccc3C)C2)o1 (stereo not drawn)
 : 1.6, -11.0, -3.1, -19.6, 3.9, -0.5, 0.0, 4.6
CC(=NCc1ccc2c(c1)OCO2)c1c(O)n(-c2ccccc2)c(=O)[nH]c1=O
 : ., ., -2.7, -21.3, -11.3, 4.6, 0.1, -0.4
C/C(=N\NC(=O)c1ccccc1O)c1c(O)n(C2CCCCC2)c(=O)[nH]c1=O
 : -4.7, 15.6, 1.6, -22.7, -7.6, -14.2, 0.0, .
CC(=O)OCC(=O)[C@H]1CC[C@H]2[C@@H]3CC[C@H]4C[C@H](O)CC[C@]4(C)[C@H]3C(=O)C[C@]12C
 : -7.7, -5.4, 2.4, -6.6, 1.0, 0.6, -0.1, 0.3
CN1C(=O)NC(=O)C(N=Nc2ccc(Cl)cc2)C1=O (stereo not drawn)
 : 2.8, 41.5*, -4.7, -13.6, -45.7, -8.0, 0.0, .
CCOC(=O)C1CCN(/C=C2/C(=O)NC(=O)N(c3ccc(OCC)cc3)C2=O)CC1
 : -7.4, 0.5, -8.5, -119.5, 2.4, ., ., .
COc1cc(CNCCc2c[nH]c3ccccc23)cc(OC)c1
 : 10.5, -4.3, 2.0, -3.0, 22.6, -0.7, -0.1, 0.5
O=C(CN1CC=C(c2ccccc2)CC1)NC(=O)NCc1ccccc1
 : ., ., 7.0, -30.3, 4.5, 3.7, 0.2, 3.4
O=S1(=O)CC2(N3CCOCC3)CCCCC21 (stereo not drawn)
 : -8.6, -3.8, -2.2, 5.4, 4.3, ., ., .
Nc1ncc([N+](=O)[O-])s1
 : -1.4, -6.0, 2.9, -6.1, -3.2, ., ., .
O=C1N[C@H](Cc2ccccc2)C(=O)N2[C@@H]3[C@H](C[C@@H]12)c1ccccc1N3OOSc1ccccc1
 : -7.2, -2.5, ., ., 13.4, -5.8, 0.0, 0.2
Cn1cc(C(=O)OCC(=O)NC2(C#N)CCCCC2)c2ccccc21
 : -3.9, ., -4.6, -13.3, -10.4, -2.2, 0.6, .
Cc1ncc(CN2CCCC(C(=O)c3sccc3C)C2)s1 (stereo not drawn)
 : ., ., -1.2, -6.8, 0.2, -2.4, -0.2, -0.9
O=C(Nc1cccc(Cl)c1)N1C[C@H]2C[C@@H](C1)c1cccc(=O)n1C2
 : -10.3, -0.3, -5.0, -16.7, 0.4, ., ., .
CCC(C)(C)c1ccc(O)cc1
 : -7.3, 0.4, -20.7, -7.8, -0.4, ., ., .

# Further compounds follow.
# Results follow in this order: RAD54 inh, esBAF inh, S100A4 inh HTS, RAD52 inh, EWS-Fli inh, FN deposition inh, Xi reactivation, E-sel inducer
C[C@H](CO)N1C[C@H](C)[C@H](CN(C)C(=O)Oc2cccc3ccccc23)OCc2cn(nn2)CCCC1=O
 : ., -1.1, ., ., -0.3, 0.0, 0.2, -0.1
Cc1ccccc1NC(=O)N1Cc2ccccc2-n2nncc2C1
 : 5.6, -7.0, -3.8, -3.0, -5.1, 1.3, 0.2, -0.1
COc1ccc2c(c1)C1(C(=O)O)CC=CCC1(C(=O)O)C2 (stereo not drawn)
 : ., ., -3.3, -63.1, -0.3, ., 0.4, -0.7
Cc1cccc(C)c1-n1nnnc1C(C1CC1)N1CCC2(CC1)C(=O)NCN2c1ccccc1 (stereo not drawn)
 : -1.7, -7.7, -5.8, 4.4, 7.8, 0.2, 0.0, -1.6
C[C@@H]1CN([C@@H](C)CO)C(=O)CCCn2cc(nn2)CO[C@@H]1CN(C)C(=O)Oc1cccc2ccccc12
 : -1.0, 1.7, -10.5, -0.5, -0.6, 0.4, -0.1, 0.5
CN(CC=CCN(C)P(=S)(N1CC1)N1CC1)P(=S)(N1CC1)N1CC1
 : ., -19.0, 4.9, -9.3, 16.5, -2.0, 0.4, 0.1
CCN(CC)c1ccc(/C=C2\C(=O)NC(=S)N(C)C2=O)o1
 : -32.2, 5.8, -14.4, -124.7, -126.2, 0.8, 0.0, 0.2
CCC(C)n1c(O)c(/C=N/N2CCOCC2)c(=O)[nH]c1=S (stereo not drawn)
 : -5.4, ., ., ., ., 3.8, 0.0, 0.2
Cc1cccc(S(=O)(=O)N2[C@@H]3Cn4c(ccc(-c5ccc(F)cc5)c4=O)[C@H]2[C@@H](C(=O)O)[C@@H]3CO)c1
 : ., 1.3, -0.9, ., -9.0, ., 0.0, -0.2
O=C(Cc1ccccc1)N1CCCCN2[C@H](CO)[C@@H](c3ccc(C#Cc4ccccc4)cc3)[C@H]2C1
 : 3.1, ., -1.3, -16.5, ., ., 0.0, -0.1
CNC(=O)O/N=C(\N)Cc1csc2ccccc12
 : ., ., 2.7, -5.0, 6.9, 2.2, 0.4, 6.8
Cc1ccc(Sc2ccc(C=C3C(=O)N(C)C(=O)N(C)C3=O)o2)cc1
 : -11.2, -2.3, -69.4, -187.6, 17.2, 4.0, 0.0, 0.6
Fc1cccc(F)c1-c1nc(-c2ccc(Cl)cc2)no1
 : ., 64.4*, -2.5, 2.6, -72.0, -13.8, 0.1, 12.5
O=c1c2ccccc2nc(-c2ccccc2Cl)n1-c1ccc(O)cc1
 : -6.3, -5.8, -5.3, -13.8, 4.2, ., 0.3, .
C[C@@H]1COc2cccc(N3CCN(C)CC3)c2S(=O)(=O)N1
 : ., ., -5.6, -9.5, -5.2, 6.1, 0.0, 2.1

# Reprinted from the part before: 6 entries; new compounds follow.
# Results follow in this order: RAD54 inh, esBAF inh, S100A4 inh HTS, RAD52 inh, EWS-Fli inh, FN deposition inh, Xi reactivation, E-sel inducer
O=C(Cc1ccccc1)N1CCCCN2[C@H](CO)[C@@H](c3ccc(C#Cc4ccccc4)cc3)[C@H]2C1
 : 3.1, ., -1.3, -16.5, ., ., 0.0, -0.1
CNC(=O)O/N=C(\N)Cc1csc2ccccc12
 : ., ., 2.7, -5.0, 6.9, 2.2, 0.4, 6.8
Cc1ccc(Sc2ccc(C=C3C(=O)N(C)C(=O)N(C)C3=O)o2)cc1
 : -11.2, -2.3, -69.4, -187.6, 17.2, 4.0, 0.0, 0.6
Fc1cccc(F)c1-c1nc(-c2ccc(Cl)cc2)no1
 : ., 64.4*, -2.5, 2.6, -72.0, -13.8, 0.1, 12.5
O=c1c2ccccc2nc(-c2ccccc2Cl)n1-c1ccc(O)cc1
 : -6.3, -5.8, -5.3, -13.8, 4.2, ., 0.3, .
C[C@@H]1COc2cccc(N3CCN(C)CC3)c2S(=O)(=O)N1
 : ., ., -5.6, -9.5, -5.2, 6.1, 0.0, 2.1
CCOC(=O)[C@]12Cc3cc(C)ccc3[C@H]1N(Cc1ccccc1)C(=O)c1cc(F)c(F)cc12
 : ., ., -2.8, -3.0, 13.8, 6.3, 0.2, -0.1
Nc1cc(C(=O)Nc2ccc(Cl)cc2)ccc1N1CC2CC(C1)c1cccc(=O)n1C2 (stereo not drawn)
 : -13.9, 0.0, -6.0, -6.8, ., 11.2, -0.1, -0.2
C#CC1(O)CCC2C3CCC4=C/C(=N/OCC(=O)NCC(=O)NC(C(=O)O)C(C)C)CC[C@]4(C)C3CC[C@@]21C (stereo partly drawn)
 : 1.3, 5.9, -5.1, -5.4, -8.4, -4.5, 0.1, .
COC(=O)C1=C(c2cccc(OCc3ccccc3)c2)C[C@@H]2CC[C@H]1N2C(=O)NCc1ccc(Br)cc1
 : 10.4, -6.7, -6.4, 1.6, 9.5, -4.6, 0.0, -0.1
COc1cc(OC)c(OC)cc1CNCCc1ccc2c(c1)OCO2
 : 7.1, 1.2, -8.3, -4.9, 2.6, 0.5, 0.0, .
CC(C)c1onc(C(=O)N2CCC3(CC2)OCCO3)c1[N+](=O)[O-]
 : -3.5, 0.4, 7.0, -8.0, ., 12.6, 0.0, 0.1
COc1ccc(-n2c(=S)[nH]c3ccc(C)cc3c2=O)cc1
 : -16.5, -1.0, -2.4, 4.9, -6.7, -5.8, 0.3, -0.3
COc1ccc(-n2nc(C(=O)NCC(=O)N3CCC4(CC3)OCCO4)c3ccccc3c2=O)cc1Cl
 : -2.1, 30.1, 5.6, -15.5, -74.4, 2.7, 0.2, 0.1
COc1cccc(-c2ccc3n(c2=O)C[C@@H]2[C@@H](CO)[C@H](C(=O)O)[C@H]3N2C(=O)c2cnccn2)c1
 : -0.2, 4.4, 23.8, -3.5, 2.7, ., 0.4, -0.2
OCCNCCc1c[nH]c2ccc(OCc3ccccc3)cc12
 : -6.4, -6.9, -3.1, -20.8, 9.1, 3.4, 0.0, 0.0
Cn1c(=O)cc(OCC(=O)N2CCC3(CC2)OCCO3)c2ccccc21
 : -8.6, -10.4, -1.5, -11.4, ., -17.2, ., .
C[C@@]12N[C@@H](Cc3ccccc31)c1ccccc12
 : -1.6&6.6, -5.9&2.6, 1.5&-0.4, -5.2&-6.1, 1.5&2.4, 1.9&6.0, -0.1&0.2, -0.1&-0.3
Cc1c(N=Cc2c(O)n(Cc3ccc(F)cc3)c(=O)[nH]c2=O)c(=O)n(-c2ccccc2)n1C
 : -1.3, -0.3, 0.3, -0.6, ., 2.7, ., .
COC(=O)C1=C(c2cccc(OC)c2OC)C[C@@H]2CC[C@H]1N2C(=O)NCc1ccc(C(F)(F)F)cc1
 : -13.4, 3.9, 7.1, -1.8, -1.4, -0.7, -0.1, 0.0
FC(F)(F)c1cccc(NC2=NCCCS2)c1
 : 4.8, 1.4, 0.3, -4.1, -10.0, -6.2, 0.2, .

# Further entries
# Results follow in this order: RAD54 inh, esBAF inh, S100A4 inh HTS, RAD52 inh, EWS-Fli inh, FN deposition inh, Xi reactivation, E-sel inducer
COc1ccc2ccccc2c1CNCCc1ccccc1
 : 16.3, -2.3, 33.4, 12.6, -5.9, 2.5, 0.2, 0.2
COc1cccc(N2C(=O)/C(=C/c3ccc(C)o3)C(=O)NC2=S)c1
 : -16.3, 2.4, 0.1, -139.5, 1.8, -8.0, 0.2, 0.0
CN1CCN(c2ccc([N+](=O)[O-])c(N/N=C3\CN4CCC3CC4)c2)CC1
 : 69.9*, -1.2, ., ., ., 9.9, ., -1.1
COc1ccc(CNC(=O)CCC(=O)N2C[C@H]3C[C@H](C2)c2cccc(=O)n2C3)cc1
 : -6.5, -3.1, -0.2, -5.2, -9.9, ., ., .
Cc1ccsc1C(=O)C1CCCN(Cc2cc(C(C)C)n[nH]2)C1 (stereo not drawn)
 : 15.2, -6.3, -7.8, -0.9, 4.4, ., 0.0, .
Cc1ccc2c(c1)=NC(=O)/C(=C/c1c(O)[nH]c(=O)[nH]c1=O)C=2
 : 10.0, -5.0, -3.6, -19.0, 15.2, -0.7, 0.1, 0.1
c1cnc(N2CCNCC2)nc1
 : 1.8, -1.0, 0.1, -0.6, 7.5, 1.9, -0.1, 0.1
